# FBPA Giardia inh: blocks Giardia fructose-bisphosphate aldolase activity. A8B2U2. purified Giardia FBPA. Potency, µM (series often up to 59.6 µM), for inactives: top-dose activity, negative = inhibition, usual class: inhibitors. actives 0.71% (n = 290,000); also: potency is read from the fitted curve at half-maximal effect; nearly all actives have a fitted effect of over 55% in size
# Target sequence (A8B2U2 whole entry, looked up): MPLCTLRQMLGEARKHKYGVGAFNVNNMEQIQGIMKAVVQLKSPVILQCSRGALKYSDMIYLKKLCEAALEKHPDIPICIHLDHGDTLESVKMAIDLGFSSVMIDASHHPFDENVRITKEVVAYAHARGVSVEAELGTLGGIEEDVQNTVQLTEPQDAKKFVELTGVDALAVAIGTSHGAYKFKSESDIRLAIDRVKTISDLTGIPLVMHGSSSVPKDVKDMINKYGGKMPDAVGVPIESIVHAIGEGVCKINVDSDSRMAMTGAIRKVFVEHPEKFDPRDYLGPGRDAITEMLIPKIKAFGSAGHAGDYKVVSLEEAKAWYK
#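 Giardia FBPA (40 nM reagent) was preincubated 10 min at RT with compound (up to 57.5 uM final), then substrate plus GAPDH/TPI/NAD/arsenate coupling system with diaphorase/resazurin was added; resorufin fluorescence (525/598 nm) was read after 20 min.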
# HCMV inh: human cytomegalovirus inhibition. HFF cells, HCMV-luciferase reporter, 72 h; hits give low values. activity change, negative = inhibition, % at 57.5 µM. actives 4.5% (n = 410,000). AID 1259415; in the data active = activity change below about -60%; inconclusive = no clear call, values can overlap the other calls; inactive = above about -39%
#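 Steps: HFFs plated, 16 h 37C; compounds added; HCMV-luciferase added to MOI 1 PFU/cell; 72 h 37C; OneGlo reagent, 5 min room temperature; luminescence read, normalized to controls.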
# AmpC inh no detg: inhibitors of E. coli AmpC beta-lactamase without detergent; AmpC nitrocefin hydrolysis, absorbance 480 nm, 0.0001% Triton; Potency, µM (top dose mostly 57.1 µM), for the others: at the highest dose activity change, negative = inhibition, actives largely listed as inhibitors; P00811; actives 0.52% (n = 330,000);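 also: potency is read from the fitted curve at half-maximal effect; plate controls were no compound for no effect and no enzyme for full effect; nearly all actives have a fitted effect of over 20% in size; some results filed as inactive show a strong effect at the top dose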
# Target sequence (P00811 whole entry, looked up): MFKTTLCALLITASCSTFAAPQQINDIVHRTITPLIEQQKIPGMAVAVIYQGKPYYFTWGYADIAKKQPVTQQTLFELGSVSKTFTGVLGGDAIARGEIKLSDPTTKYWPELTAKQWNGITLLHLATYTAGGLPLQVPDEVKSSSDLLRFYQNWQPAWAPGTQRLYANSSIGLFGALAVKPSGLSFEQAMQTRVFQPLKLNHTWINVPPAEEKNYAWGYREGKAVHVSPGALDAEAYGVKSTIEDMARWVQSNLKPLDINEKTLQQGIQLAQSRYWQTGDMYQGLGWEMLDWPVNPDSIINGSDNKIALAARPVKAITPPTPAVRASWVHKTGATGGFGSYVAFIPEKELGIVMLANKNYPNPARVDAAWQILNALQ
#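 20 mM phosphate pH 7.0 + 0.01% (detergent screen) or 0.0001% Triton X-100; 5.3 nM AmpC reagent; cpd preinc 15 min RT; nitrocefin (800 uM stock) to start; A480 q20 s × 4 min; Activity was normalised to no-enzyme and no-compound control wells.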
# AmpC detergent: inhibitors of E. coli AmpC beta-lactamase with detergent; actives 0.041% (n = 370,000); AID 485294; AmpC hydrolysis of nitrocefin, absorbance 480 nm, 0.01% Triton; Potency, µM (highest dose often 114 µM), without a hit: top-dose activity change, negative = inhibition, most hits filed as inhibitors;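 also: potency is read from the fitted curve at half-maximal effect; 0% = no-compound wells and -100% = no-enzyme wells; nearly all actives have a fitted effect of over 25% in size; some results filed as inactive show a strong effect at the top dose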
#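 20 mM phosphate pH 7.0 + 0.01% (detergent screen) or 0.0001% Triton X-100; 5.3 nM AmpC reagent; cpd preinc 15 min RT; nitrocefin (800 uM stock) to start; A480 q20 s × 4 min; Activity was normalised to no-enzyme and no-compound control wells.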
# AMA1 RON2 block: inhibitors of Plasmodium falciparum AMA1-RON2 interaction | AlphaScreen AMA1-biotinylated RON2 peptide binding | Potency, µM (highest dose often 58.2 µM), for inactives: top-dose activity change, negative = inhibition, actives largely listed as inhibitors | actives 0.2% (n = 360,000);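 also: potency is read from the fitted curve at half-maximal effect; 0% = vehicle wells and -100% = peptide control; nearly all actives have a fitted effect of over 45% in size; some results filed as inactive show a strong effect at the top dose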
#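 AMA1 (3D7) with his tag at 25 nM final met compounds first, then biotinylated RON2 peptide at 25 nM; detection used donor plus acceptor beads, 10 µg/mL apiece, read by AlphaScreen after 30 min at room temperature.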
# Sm TGR inh: blocks Schistosoma mansoni thioredoxin glutathione reductase; Q962Y6; purified TGR, DTNB reduction, TNB absorbance 405 nm; Potency, µM (series often up to 114 µM), for inactives: at the top dose activity change, negative = inhibition, hits mostly inhibitors; actives 3% (n = 360,000); AID 485364; also: potency is read from the fitted curve at half-maximal effect; nearly all actives have a fitted effect of over 60% in size
#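 First, TGR (20 nM dispensed) and NADPH were mixed with compound. Second, a 15 min room-temperature incubation followed. Third, further NADPH and then DTNB were added to start the reaction. Finally, TNB absorbance was monitored kinetically.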
# Starred values were filed as active, the others as inactive; ? = inconclusive; . = not tested or not shown; [ ] = remark or other dose. Unless noted, calls follow the shape of the dose curve; as a rule, active = well fitted curve in the direction sought with a large enough effect; inconclusive = small, poorly fitted or top-dose-only effect, or another doubt; inactive = no such curve, though single readings can be large; an effect the other way counts as inactive or inconclusive. Unless noted, % is scaled to controls: 0 for no effect and ±100 for the full control effect. No enrichment for hits (roughly 7.8% active in at least one column).
compound,FBPA Giardia inh,HCMV inh,AmpC inh no detg,AmpC detergent,AMA1 RON2 block,Sm TGR inh
C=CCOC(=O)C1=C(C)N(C)C(=O)NC1c1cc2c(cc1Br)OCO2 (stereo not drawn),-8.8%,-3.8,-2.5%,-13.4%,-2.8%,-21.8%
O=C(CN(Cc1ccc(F)cc1)C(=O)CNS(=O)(=O)c1ccc(Cl)cc1)NCC1CCCO1 (stereo not drawn),2.1%,-18.5,46.3%,0.0%,4.2%,-5.9%
Cc1ccc(N2C(=O)CN(Cc3cccs3)C2=S)cc1C,5.3%,-31.8,-39.1%,?,-2.9%,19.6%
CC(NC1CCCCC1)C(=O)NN=C(c1ccccc1)c1ccccc1 (stereo not drawn),0.7%,?,83.0%[activator],4.4%,16.8%,14.3%
COc1ccc(C2NC(=O)CS2)cc1 (stereo not drawn),-6.9%,41.8,-24.5%,?,1.7%,-13.2%
CCCSC1=C(C#N)C2(CCCCC2)C(C#N)=C(N)N1,-7.9%,-13.2,-17.3%,3.6%,-8.9%,25.5%
CCOC(=O)COc1cc2oc(=O)cc(C)c2cc1[N+](=O)[O-],3.2%,3.7,-8.7%,-5.4%,-0.1%,-1.2%
CCc1cccc(C)c1NC(=O)C1C2CCC(O2)C1C(=O)O (stereo not drawn),-0.7%,5.4,-7.3%,-1.8%,-28.7%,-5.9%
COc1ccccc1NC(=O)C1C2CCCCC21 (stereo not drawn),-1.5%,60.2,-24.7%,-9.9%,-3.0%,8.9%
O=S1(=O)CC2SC(=S)N(c3ccccc3)C2C1 (stereo not drawn),0.6%,4.4,1.3%,-2.1%,-6.3%,-19.8%
Cc1cccc(NC(=O)C2CCN(C(=O)c3ccc(F)cc3)CC2)n1,.,-14.3,?,?,25.4%,-5.2%
O=C(/C=C/c1ccc(Br)cc1)Nc1ccc(S(=O)(=O)Nc2ncccn2)cc1,1.6%,-30.4,-27.6%,-1.2%,-1.9%,.
Cc1nc(-c2ccccc2)sc1-c1ccnn1C,-10.4%,85.6,11.6%,-7.7%,-5.0%,3.5%
O=C(NCc1ccco1)c1ccccc1Nc1ccc(F)cc1,-9.3%,2.4,-33.2%,-9.3%,6.2%,-26.7%
CCN(CC)C(=O)CSc1ncccc1-c1nc2ccccc2[nH]1,-15.3%,?,-20.5%,-0.6%,-2.4%,0.0%
COCCN(C(=O)CSc1nnc(-c2ccc(C)c(C)c2)o1)c1c(N)n(CC(C)C)c(=O)[nH]c1=O,.,4.1,147.9%[activator],-20.0%,1.3%,0.4%
On1cnnc1-c1ccccc1,-4.0%,-14.0,-5.3%,?,-1.4%,-6.9%
NS(=O)(=O)c1cccc(NC(=O)CSc2nnc(-c3ccncc3)n2C2CC2)c1,.,?,-52.6%,.,18.4%,.
CC(=O)Nc1ccc2c(c1)nc1n2CCSC1,-9.7%,23.3,2.6%,-10.8%,-0.7%,-8.8%
CCOC(=O)C1Oc2ccccc2C(c2ccc(F)cc2)=C1C(=O)OC (stereo not drawn),0.7%[89.2 µM],-6.0,17.8%,.,-3.5%,.
C=CCn1c(SCC(=O)c2cc(C)n(CCOC)c2C)nc2sc(C)c(C)c2c1=O,11.4%,-0.8,4.6%,10.1%,4.3%,-7.5%
COc1ccc(S(=O)(=O)Nc2ccccc2OC)cc1N=Nc1c(O)[nH]c(=S)[nH]c1=O,.,-35.3,-33.2%,.,-22.3%,.
COc1ccc(C2(CNC(=O)c3ccc(OC)c([N+](=O)[O-])c3)CCCCC2)cc1OC,?,49.5,136.0%[activator],0.2%,3.2%,-4.3%
CCc1ccc(-n2c(=O)c3sc4ccccc4c3n(CC(=O)N3CCCC3)c2=O)cc1,.,-8.4,.,-2.5%,.,1.2%
CCC(C(=O)Nc1ccncc1)c1ccccc1 (stereo not drawn),5.4%,-35.6,-25.5%,0.6%,17.5%,6.6%
COc1ccc(-c2cc(C(=O)NCCCN3CCCC3=O)c3ccccc3n2)cc1OC,.,27.6,56.0%,6.6%,-4.8%,-0.2%
Cc1ccc(OCCN2CCN(C(=O)CCC(=O)Nc3nnc(CC(C)C)s3)CC2)cc1,1.5%,-31.4,150.1%[activator],0.4%,-6.9%,7.8%
COc1cc2[nH]c(=O)n(CCCC(=O)NCc3ccccc3)c(=O)c2cc1OC,.,-13.7,.,-10.4%,.,-7.8%
COc1cc(OC)cc(C(=O)NC(=S)NNC(=O)[C@H]2C[C@@H]2c2ccccc2)c1,?,21.6,-47.2%,-10.0%,19.0%,?
Cn1nnnc1SCc1ccc(C(=O)Nc2nccs2)cc1,-0.3%,-30.4,-16.2%,-11.7%,11.0%,9.6%
COc1ccc(-n2nc([N+](=O)[O-])c(=NCc3ccc4c(c3)OCO4)n2O)cc1,0.1%,-10.1,-16.9%,-9.0%,-28.7%,-3.9%
CC(C)(C)c1ccc(S(=O)(=O)N2CCC(Oc3ccc(-n4cnnn4)cc3)CC2)cc1,.,-24.6,.,1.9%,.,2.0%
CCOC(=O)CSc1nc2sc3c(c2c(=O)n1-c1ccc(C)cc1)CCN(C)C3,-14.3%,-21.7,80.0%[activator],-2.0%,0.0%,-0.6%
CC(=O)N1CCC2(CC1)OC(=O)C(C)=C2C(=O)Nc1cccc(Cl)c1C,.,0.0,.,-2.2%,.,1.3%
COC(=O)CSc1nc2nc(C)c(Br)cc2[nH]1,-12.9%,-34.9,-23.9%,0.4%,11.8%,-1.0%
N#Cc1c(SCC(N)=O)nc2c(c1-c1ccncc1)CCCC2,8.7%,-32.3,-20.8%,-1.2%,6.6%,7.9%
NCCCCCc1cn(CC(=O)NCCCCCCCCCCC(=O)N2CCNCC2)nn1,.,2.7,44.9%,-7.4%,38.6%[activator],-6.2%
CCN1c2ccccc2-c2nc(SCC(=O)Nc3cccc(C(F)(F)F)c3)ncc2S1(=O)=O,.,-26.6,.,-3.8%,.,3.4%
CC(C)(C)c1ccc(C(=O)C2CCCN(C(=O)C3CCOCC3)C2)cc1 (stereo not drawn),0.8%,-38.5,-7.4%,-4.5%,0.0%,2.9%
COC(=O)[C@]1(C)N[C@H](CN(C)S(=O)(=O)c2ccc(F)cc2)[C@@H]2C(=O)N(C)C(=O)[C@@H]21,.,-2.1,-13.6%,.,-7.0%,.

# Results in HCMV inh, for some of the entries so far:
Molecule	HCMV inh
N#Cc1c(SCC(N)=O)nc2c(c1-c1ccncc1)CCCC2	-32.3
NCCCCCc1cn(CC(=O)NCCCCCCCCCCC(=O)N2CCNCC2)nn1	2.7

# The main list resumes; the 4 compounds before the break are reprinted first.
compound,FBPA Giardia inh,HCMV inh,AmpC inh no detg,AmpC detergent,AMA1 RON2 block,Sm TGR inh
NCCCCCc1cn(CC(=O)NCCCCCCCCCCC(=O)N2CCNCC2)nn1,.,2.7,44.9%,-7.4%,38.6%[activator],-6.2%
CCN1c2ccccc2-c2nc(SCC(=O)Nc3cccc(C(F)(F)F)c3)ncc2S1(=O)=O,.,-26.6,.,-3.8%,.,3.4%
CC(C)(C)c1ccc(C(=O)C2CCCN(C(=O)C3CCOCC3)C2)cc1 (stereo not drawn),0.8%,-38.5,-7.4%,-4.5%,0.0%,2.9%
COC(=O)[C@]1(C)N[C@H](CN(C)S(=O)(=O)c2ccc(F)cc2)[C@@H]2C(=O)N(C)C(=O)[C@@H]21,.,-2.1,-13.6%,.,-7.0%,.
c1csc(-c2nn3cnnc3c3ccccc23)c1,6.1%,110.2,-33.8%,4.9%,31.9%,9.4%
CC(C)c1nnc(NC(=O)CCC(=O)N2CCN(C3CCCCC3)CC2)s1,-10.3%,-10.1,49.4%,-9.6%,-1.9%,-0.9%
FCCCOc1ccc(/C=N/OCc2c(Cl)cccc2Cl)cc1,0.8%,43.3,-11.3%,0.1%,14.5%,27.0%
CC1CC(C)CN(C(=O)C2CCCN(S(=O)(=O)c3cccc4nonc34)C2)C1 (stereo not drawn),-2.0%,1.1,.,-1.4%,-6.2%,3.4%
COc1ccc(-c2nc3scc(CCNS(=O)(=O)c4c(C)noc4C)n3n2)cc1OC,.,38.4,.,3.2%,.,-29.0%
CN(C(=O)Cn1c(Cl)nc2c1c(=O)n(C)c(=O)n2C)C1CCS(=O)(=O)C1 (stereo not drawn),.,-13.2,-7.3%,0.0%,11.0%,3.2%
COc1ccc(C(=O)NCC(=O)NCC(=O)OCc2ccc(Br)cc2)cc1,8.3%,-5.1,-6.2%,-5.3%,6.1%,0.4%
Cc1cc(C)c[n+](CC(=O)c2ccc(-c3ccccc3)cc2)c1,-5.4%,-76.5*,47.7%,-6.5%,-9.4%,0.3%
CC(C)(C)C1CCc2c(C(=O)NNC(=O)CCCC(=O)O)csc2C1 (stereo not drawn),1.8%,-37.8,-42.7%,-5.2%,22.7%,-10.3%
CCOC(=O)C1(Cc2ccccc2C)CCCN(C(=O)CN2CCCCC2=O)C1 (stereo not drawn),0.3%,36.8,111.8%,-5.4%,-1.0%,-6.3%
Cc1cc(C)n2nc(SCC(=O)N3CCC(C)CC3)nc2n1,.,?,-9.0%,.,36.0%[activator],.
CCCN1C(=O)c2cc(C(=O)NC3CCCC3)ccc2C1O (stereo not drawn),1.3%,-22.4,-5.5%,-6.8%,7.7%,-6.3%
Cc1cccc(C)c1NC(=O)NN1C(C)CCCC1C (stereo not drawn),5.3%,-29.7,-21.7%,3.9%,-10.6%,1.8%
Cc1nc(NS(=O)(=O)c2ccccc2)sc1NC(=O)Nc1ccc(Cl)cc1,-15.1%,-32.5,15.8µM*,-13.3%,39.7%[activator],5.62µM*
CCCC[C@@H]1CNCCN1CCc1cccc(F)c1,.,-9.8,8.5%,6.6%,-4.9%,-26.4%
CN(C)c1ccc(N=c2sc3ccccc3n2C)cc1,?,-7.0,29.4%,-1.8%,23.8µM*,-28.3%
COC(=O)c1cc(-c2ccc(Br)cc2)c2c(=O)n(C)c(=O)n(C)c2n1,16.8%,12.0,-17.5%,0.6%,0.7%,5.2%
O=S(=O)(c1ccccc1)c1nc(-c2ccccc2)oc1N1CCCC1,10.5%,?,-17.6%[2.29 µM],8.1%,8.7%,-22.6%
Cc1ccc2nc(N3CCN(C(=O)CCC(=O)O)CC3)nc(-c3ccccc3)c2c1,21.0%,?,-3.2%,4.3%,18.8%,-3.9%

# Reprinted at random: 2 compounds from above, in no set order.
compound,FBPA Giardia inh,HCMV inh,AmpC inh no detg,AmpC detergent,AMA1 RON2 block,Sm TGR inh
CC(NC1CCCCC1)C(=O)NN=C(c1ccccc1)c1ccccc1 (stereo not drawn),0.7%,?,83.0%[activator],4.4%,16.8%,14.3%
O=C(/C=C/c1ccc(Br)cc1)Nc1ccc(S(=O)(=O)Nc2ncccn2)cc1,1.6%,-30.4,-27.6%,-1.2%,-1.9%,.

# Assay outcomes from PubChem BioAssay.
